Rad51 HR inh: blocks human Rad51 in homologous recombination | 0.085% of 200,000 active | inhibition, % at 10 µM | AID 1385 | hRad51 DNA strand exchange, fluorescence dequenching;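 active means inhibition above 40% at the single screening dose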;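 further: 0% = DMSO control wells and 100% = blanks with heterologous ssDNA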
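System: human Rad51 nucleoprotein filaments preassembled on unlabelled ssDNA. Reagent: labelled 47-mer dsDNA for strand exchange. Schedule: 30-min compound preincubation and 15-min exchange, both room temperature. Measured by: FRET fluorescence dequenching, excitation 485 nm, emission 520 nm. Read-out: Fluorescence-based percent inhibition, control- and blank-normalised. Benchmarks: plate controls and plate blanks.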
MDM2 E3 inh: inhibitors of human Mdm2 E3 ubiquitin ligase; Q00987; cell-based MDM2 ubiquitination luciferase reporter, 2 h; 0 = plate control, 100 = twice control, blank-subtracted; signal enhancement, % at 5 µM; 0.11% of 210,000 active; AID 1230;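 active means signal enhancement of 30% or more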;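 further: luminescence tracks abundance of the self-degrading MDM2-luciferase fusion protein; higher signal means inhibition of MDM2 E3 ligase activity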
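Material: Stable MDM2–luciferase fusion reporter cells | Amount: 2000 cells seeded into each well | Dosing: One concentration, 5 µM, with 0.2% DMSO | Incubation: 4 h cell settling then 2 h compound exposure, 37 °C | Measured by: Luciferase luminescence | Read-out basis: % enhancement relative to plate controls after blank subtraction | Benchmarks: Control and blank well means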
PERK inh: inhibitors of human PERK kinase | Q9NZJ5 | CHO PERK-DD fusion, SEAP luminescence translation reporter | inhibition, % at 5.6 µM | 0.17% of 220,000 active;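 active means inhibition above the mean inhibition of all tested compounds plus 3 SD, set separately per screening campaign, cut at about 2.9% in these data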;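 further: PERK kinase domain activated by AP20187 dimerizer at 100 nM; 0% = DMSO with dimerizer and 100% = rapamycin at 8.4 µM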
TNF necrop inh: blocks TNF-alpha induced death of Jurkat FADD-/- cells; Jurkat FADD-/- TNF necroptosis rescue, ATP luminescence, 24 h; 0 = TNF only, 100 = no-TNF cells; activation (protection from cell death), % at 10 µM; 0.068% of 220,000 active;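 active means activation, meaning protection from cell death, of at least 50% relative to plate controls; inactive means activation below 50%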;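 further: necroptosis triggered by 40 ng/mL TNF-alpha added together with compound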
m-calpain inh: blocks pig calpain II enzyme activity; 0.37% of 220,000 active; purified calpain II, fluorogenic peptide substrate, 30 min; inhibition, % at 16 µM;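 active means inhibition above about 50%, limit read from the data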
EBV gp42 block: inhibitors of Epstein-Barr virus glycoprotein 42; Q1HVG2; Fluorescence polarization binding assay, mP read-out; inhibition, % (tested at 21.74 µM); 0.42% of 220,000 active; AID 1085; in the data active means inhibition above about 50%
eIF4E 4G PPI: inhibitors of eIF4E and eIF4G interaction in translation initiation; 0.37% of 220,000 active; TR-FRET eIF4E-eIF4GI(517-606) binding, 2 h; inhibition, % at 21.7 µM;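 active means inhibition above about 30%, limit read from the data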;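 further: 0% = full FRET control wells and 100% = background wells lacking eIF4GI fragment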
Target sequence (P63073 whole entry, looked up, the tested form may be a part): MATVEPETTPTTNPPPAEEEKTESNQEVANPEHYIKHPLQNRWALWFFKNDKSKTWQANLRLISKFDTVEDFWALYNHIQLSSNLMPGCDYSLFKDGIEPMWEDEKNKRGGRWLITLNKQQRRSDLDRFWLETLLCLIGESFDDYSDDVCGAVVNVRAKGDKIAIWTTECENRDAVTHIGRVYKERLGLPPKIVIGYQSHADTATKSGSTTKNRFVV
Target sequence (Q04637 whole entry, looked up, the tested form may be a part): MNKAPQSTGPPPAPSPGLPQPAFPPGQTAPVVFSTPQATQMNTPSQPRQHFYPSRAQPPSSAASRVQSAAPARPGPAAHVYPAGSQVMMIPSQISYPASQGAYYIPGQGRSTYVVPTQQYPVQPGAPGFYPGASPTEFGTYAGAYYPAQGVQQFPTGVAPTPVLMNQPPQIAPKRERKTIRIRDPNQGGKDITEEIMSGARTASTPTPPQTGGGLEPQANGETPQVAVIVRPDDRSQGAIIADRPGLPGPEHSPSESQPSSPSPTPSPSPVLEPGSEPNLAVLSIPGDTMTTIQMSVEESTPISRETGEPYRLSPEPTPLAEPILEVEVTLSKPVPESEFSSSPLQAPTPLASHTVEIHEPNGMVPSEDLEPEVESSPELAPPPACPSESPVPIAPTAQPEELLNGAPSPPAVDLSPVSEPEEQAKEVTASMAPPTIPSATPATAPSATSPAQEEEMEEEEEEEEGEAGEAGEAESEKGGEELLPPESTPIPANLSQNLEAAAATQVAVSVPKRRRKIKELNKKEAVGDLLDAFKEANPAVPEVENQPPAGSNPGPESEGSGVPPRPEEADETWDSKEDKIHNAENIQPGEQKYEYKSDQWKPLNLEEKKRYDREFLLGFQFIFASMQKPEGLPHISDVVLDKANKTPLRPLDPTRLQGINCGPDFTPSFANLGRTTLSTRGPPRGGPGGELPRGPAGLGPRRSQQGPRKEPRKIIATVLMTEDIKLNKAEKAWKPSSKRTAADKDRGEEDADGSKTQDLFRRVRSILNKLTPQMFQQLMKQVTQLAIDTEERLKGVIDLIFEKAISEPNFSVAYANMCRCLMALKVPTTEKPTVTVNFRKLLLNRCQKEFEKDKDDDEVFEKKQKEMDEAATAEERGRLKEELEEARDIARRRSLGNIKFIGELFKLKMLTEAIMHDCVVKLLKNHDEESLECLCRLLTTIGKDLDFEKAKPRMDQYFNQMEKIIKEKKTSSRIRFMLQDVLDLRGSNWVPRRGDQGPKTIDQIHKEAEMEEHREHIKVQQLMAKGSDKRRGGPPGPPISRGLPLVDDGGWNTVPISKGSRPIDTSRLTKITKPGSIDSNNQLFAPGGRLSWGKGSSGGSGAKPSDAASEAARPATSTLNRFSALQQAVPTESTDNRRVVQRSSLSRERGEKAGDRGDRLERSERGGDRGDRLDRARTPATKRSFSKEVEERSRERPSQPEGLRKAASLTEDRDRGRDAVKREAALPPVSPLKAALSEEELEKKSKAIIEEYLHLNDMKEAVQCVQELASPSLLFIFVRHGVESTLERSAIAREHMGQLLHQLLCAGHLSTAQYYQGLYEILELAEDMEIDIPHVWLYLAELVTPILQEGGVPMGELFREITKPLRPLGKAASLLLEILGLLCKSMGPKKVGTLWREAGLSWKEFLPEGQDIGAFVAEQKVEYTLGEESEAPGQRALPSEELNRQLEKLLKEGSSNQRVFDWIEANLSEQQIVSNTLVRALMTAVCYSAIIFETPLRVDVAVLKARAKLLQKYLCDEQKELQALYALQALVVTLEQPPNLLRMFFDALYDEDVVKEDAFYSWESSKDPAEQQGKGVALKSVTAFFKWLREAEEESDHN
Cl transport mod: KCC2 (human) Cl- transport modulation. 2.2% of 190,000 active. Q9H2X9. AID 1456. B-score of Tl+ flux slope (higher = more flux/activation; lower = inhibition) at 10 µM. KCC2 cells, thallium flux FluoZin-2 fluorescence;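 active means thallium flux slope and its plate-corrected score both differing from the plate sample mean at a set confidence after two filtering rounds, in either direction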;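 further: slope of fluorescence scaled to starting intensity during 10 to 20 s after thallium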
zVAD death inh: L929 zVAD cell death inhibition. L929 zVAD necroptosis rescue, ATP luminescence, 24 h; with zVAD 60 µM. viability rescue, % at 10 µM. 0.38% of 220,000 active. AID 1377;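 active means activation, scaled between plate controls, above about 75%, limit read from the data; inactive means activation under that limit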;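 further: 0% = zVAD with DMSO and 100% = DMSO alone without zVAD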
Starred values were filed as active, the others as inactive; · = not tested or not shown; [ ] = dose if it differs, or a comment. Hits appear at their usual frequency; any-hit rate near 3.6%.

SMILES	Rad51 HR inh	MDM2 E3 inh	PERK inh	TNF necrop inh	m-calpain inh	EBV gp42 block	eIF4E 4G PPI	Cl transport mod	zVAD death inh
O=C(CCn1ccc([N+](=O)[O-])n1)NC1CCCCCC1	1	-11	0.9	3.0	-1	-19	3[fluorescence artefact?]	-0.76	-1.0
C=CCNC(=O)c1ccc(C2SCC(=O)N2Cc2ccco2)cc1 (centres undefined)	-6	-4	0.5	0.0	-46	1	2	0.17	1.1
c1ccc(-c2nc(N3CCCC3)nc3ccccc23)cc1	-98	-3	0.3	-1.8	-31	10	4	-0.052	1.3
COc1ccc2nc(N/C(N)=N/C(=S)Nc3cccc(C)c3)nc(C)c2c1	5	-3	-1.2	-6.6	-73	-16	1	-0.21	1.6
COc1ccccc1NC(=O)COc1ccc(CO)cc1Cl	-6	0	-0.6	2.0	-14	-13	0	-0.21	-0.3
O=C(Cc1ccsc1)N1CCc2c([nH]c3ccccc23)C1c1ccccn1 (centres undefined)	·	-9	-0.9	0.2	-64	12	1	·	-0.7
CC(=O)Nc1ccc(NC(=O)CN(C)CCC#N)cc1	-12	4	1.6	-1.0	27	-10	-8	·	-0.2
O=C(O)c1ccc(NCc2nc3ccccc3n2Cc2ccccc2)cc1	-7	-23	-0.3	-0.7	12	-12	0	0.45	0.5
O=C(CSCc1c(Cl)cccc1Cl)NCC1CCCO1 (centres undefined)	4	24	0.1	-0.6	-25	-2	2	-0.12	0.3
CC(C)(C)c1cc(=O)n2[nH]c(N)nc2n1	·	-4	0.7	0.0	-15	-23	-3	0.64	1.2
N#C/C(=C\c1ccc(C#N)cc1)C(=O)c1ccccc1	·	-2	0.7	1.0	-19	-2	-3	-0.22	0.8
Cc1cccc(OCC(=O)O/N=C(\N)c2ccc(Br)cc2)c1	-4	-3	1.3	1.5	-19	-9	-5	-0.011	0.4
CC1CC(=O)NN=C1c1cccs1 (centres undefined)	-1	5	-0.3	-1.6	25	-4	5	-2	0.5
Cn1c(NC(=O)CC(C)(C)C)cc(=O)n(C)c1=O	1	-40	0.0	0.1	5	-12	1	-0.82	-0.7
COCc1ccc2oc(C(=O)O)cc2c1	·	4	-0.7	-1.2	-6	-4	1[fluorescence artefact?]	1.3	-0.4
Fc1ccc(Nc2nc(Oc3ccccc3F)nc(N3CCCC3)n2)cc1	-7	-7	-1.3	-1.2	2	-7	-2	·	-0.1
COc1ccc(Cn2c(CCC(=O)Nc3ccc(CC#N)cc3)nc3cccnc32)cc1	7	3	-0.8	1.0	-16	-18	-2	·	1.2
Cc1ccc(-c2nc3c(c(=O)[nH]c(=O)n3Cc3ccccc3)n2C)s1	-18	-9	-0.9	-1.2	-72	-47	11	-0.52	0.9
CCn1cc(Cl)c(C(=O)NNC(=O)CCn2nc(C)c([N+](=O)[O-])c2C)n1	-1	-5	1.2	3.5	4	-35	6[fluorescence artefact?]	0.2	1.2
COc1ccc(CCNC(=O)C2CCCN(S(C)(=O)=O)C2)cc1OC (centres undefined)	-5	-14	-0.3	0.2	6	-16	1	0.84	1.0
C=C(C)CSc1nnc(-c2ccccc2)n1N	·	-8	-0.6	-0.3	-11	-10	0	0.61	0.4
COc1ccc(-c2nnc(N(C)C(=O)c3cccnc3)s2)cc1	-4	7	0.1	-3.8	-13	-8	5	0.38	0.0
Cc1ccc2nc(NCCCN3CCOCC3)c(C=NCCCN3CCOCC3)c(=O)n2c1	-2	0	0.4	-2.4	-34	-7	0	-0.19	0.0
Cc1ccc(S(=O)(=O)N(C)CC(=O)O/N=C(\N)c2ccccn2)cc1	-5	1	0.9	-1.1	2	-22	2	-0.5	0.1
CCOC(=O)N1CCN(C(=O)c2ccc3c(=O)n(Cc4ccc(OC)cc4)c(=S)[nH]c3c2)CC1	1	-9	-0.3	-3.9	-16	-14	0	·	-0.3
CC1CCCN(S(=O)(=O)c2ccc(NC(=O)CCN3C(=O)c4ccccc4C3=O)cc2)C1 (centres undefined)	-2	-4	-0.1	0.2	21	-14	-2	0.023	0.1
O=C(Nc1cccc(OC(=O)c2ccco2)c1)c1ccco1	12	-15	1.2	-0.1	25	7	-7	-2	0.0
CCOCC(=O)Nc1nc(C)cc(C)n1	-9	-15	1.9	0.3	-16	-4	-1	-0.0055	0.8
OC(c1ccc(Cl)cc1)c1nnc(-c2ccccc2)o1 (centres undefined)	-4	-9	1.0	2.6	18	7	11	·	-0.4
COC(=O)CCCC1=CC2=CC(=O)C(C)(OC(=O)c3cccs3)C(=O)C2=CN1Cc1ccccc1 (centres undefined)	3	-7	·	-0.3	-7	8	-3	0.92	-0.9

An excerpt from above in order of their number in EBV gp42 block, highest first:
smiles | EBV gp42 block
C=C(C)CSc1nnc(-c2ccccc2)n1N | -10
CC1CCCN(S(=O)(=O)c2ccc(NC(=O)CCN3C(=O)c4ccccc4C3=O)cc2)C1 (centres undefined) | -14
COc1ccc(CCNC(=O)C2CCCN(S(C)(=O)=O)C2)cc1OC (centres undefined) | -16

(next part)
SMILES	Rad51 HR inh	MDM2 E3 inh	PERK inh	TNF necrop inh	m-calpain inh	EBV gp42 block	eIF4E 4G PPI	Cl transport mod	zVAD death inh
Cc1nnc(SCC(=O)NCc2ccco2)[nH]c1=O	3	-12	1.6	-0.4	-13	-16	-1	·	2.5
Nn1c(SCc2ccc(Br)cc2)nnc1-c1ccccn1	3	-1	-0.1	0.3	2	-10	2	0.96	0.9
O=C(CN1CCN(c2ccccc2)CC1)c1ccc2cc[nH]c2c1	1	-8	-0.2	1.8	-71	-6	5	-0.014	0.2
Cc1cc2nc(N3C(=O)CNC3=S)sc2cc1C	·	-52	-1.2	1.4	-8	-9	1	19*	0.9
Cc1ccc(CS(=O)(=O)c2nsc(C)c2C#N)cc1	5	1	0.9	0.3	-36	-20	2	-0.25	19
CN1CCN(C(=O)C2CC(c3ccc(F)cc3)=NO2)CC1 (centres undefined)	-10	-13	1.4	0.6	8	-5	0	0.17	0.0
CCOC(=O)C1=NOC(CNC(=O)C2=NOC(CNC(=O)c3c(-c4ccccc4Cl)noc3C)C2)C1 (centres undefined)	1	-11	0.3	-2.4	-15	-20	1	·	-0.1
CN(C)c1ccc(/C=C(\C#N)C(=O)NCc2ccco2)cc1	-11	4	0.0	3.1	0	-27	7[fluorescence artefact?]	-2	0.5
Cc1ccc(NC(NC(=O)c2ccccc2[N+](=O)[O-])C(Cl)(Cl)Cl)cc1 (centres undefined)	-3	-5	0.2	2.2	-6	1	1	0.58	0.6
CCCc1nc(SCC(=O)Nc2cc(C)on2)c2c(=O)n(C)c(=O)n(C)c2n1	2	-7	0.3	-0.2	-7	-1	-1	-0.26	0.1
Cc1cc(C)n2nc(C(=O)N/N=C/c3cccs3)nc2n1	0	-7	-0.7	0.8	20	-2	-3	-0.57	5.2
CC(C)(C)NC(=S)NNC(=O)[C@H]1C[C@@H]1c1ccccc1	·	-14	1.2	-0.3	-20	-2	-3	0.026	-0.8
COCCn1c(C)cc(C2=NNC(=NC(C)(C)C)SC2)c1C	-2	11	-0.5	-3.2	-91	6	-2	0.79	3.9
Cc1ccc(NC(=O)C2CCCN(S(=O)(=O)c3cnc[nH]3)C2)cc1C (centres undefined)	-2	-13	0.1	0.7	-37	1	-2[fluorescence artefact?]	1.9	2.5
O=C(NCc1ccc(Cl)cc1)c1csc(-c2cccnc2)n1	-4	-19	-0.2	0.6	-9	-7	-6	-0.53	0.3

Shown as a hit in Cl transport mod, among the entries above:
Molecule	PERK inh	m-calpain inh	EBV gp42 block	eIF4E 4G PPI	Cl transport mod
Cc1cc2nc(N3C(=O)CNC3=S)sc2cc1C	-1.2	-8	-9	1	19*

Back to the main list, repeating the seven entries before the break.
SMILES	Rad51 HR inh	MDM2 E3 inh	PERK inh	TNF necrop inh	m-calpain inh	EBV gp42 block	eIF4E 4G PPI	Cl transport mod	zVAD death inh
Cc1ccc(NC(NC(=O)c2ccccc2[N+](=O)[O-])C(Cl)(Cl)Cl)cc1 (centres undefined)	-3	-5	0.2	2.2	-6	1	1	0.58	0.6
CCCc1nc(SCC(=O)Nc2cc(C)on2)c2c(=O)n(C)c(=O)n(C)c2n1	2	-7	0.3	-0.2	-7	-1	-1	-0.26	0.1
Cc1cc(C)n2nc(C(=O)N/N=C/c3cccs3)nc2n1	0	-7	-0.7	0.8	20	-2	-3	-0.57	5.2
CC(C)(C)NC(=S)NNC(=O)[C@H]1C[C@@H]1c1ccccc1	·	-14	1.2	-0.3	-20	-2	-3	0.026	-0.8
COCCn1c(C)cc(C2=NNC(=NC(C)(C)C)SC2)c1C	-2	11	-0.5	-3.2	-91	6	-2	0.79	3.9
Cc1ccc(NC(=O)C2CCCN(S(=O)(=O)c3cnc[nH]3)C2)cc1C (centres undefined)	-2	-13	0.1	0.7	-37	1	-2[fluorescence artefact?]	1.9	2.5
O=C(NCc1ccc(Cl)cc1)c1csc(-c2cccnc2)n1	-4	-19	-0.2	0.6	-9	-7	-6	-0.53	0.3
O=C(CSc1nnc(-c2ccncc2)n1Cc1ccco1)c1ccc(Cl)cc1	-9	-16	-0.7	-1.9	3	8	2	-2.2	-0.4
CC1=CC2=NC(=O)CC(C)(C(=O)N(CC(=O)NC3CCCC3)c3cc(C)cc(C)c3)N2C=C1 (centres undefined)	7	-13	0.3	-0.1	-111	16	35*	0.53	1.1
Fc1ccc(NC2=NCCCCC2)cc1	1	-16	0.4	2.5	30	-5	-1	1.7	-0.5
COc1cccc(NC(=O)NCc2cccn2C)c1	0	-13	0.7	-1.7	·	·	·	-1	0.1
O=S(=O)(Nc1nnc(-c2ccccc2)s1)c1ccc(Cl)cc1	-5	-7	0.6	0.3	-23	-6	0[fluorescence artefact?]	-1.2	0.1
COc1ccc2oc(-c3ccccc3)c(C(=O)N3CCOCC3)c2c1	-9	-19	-1.3	-3.1	-336	-18	-2	·	-0.4
O=C(Cn1cc2c(n1)CCCC2)NCc1cccs1	-5	-12	2.3	-0.1	-5	-19	-8	-0.12	-1.1
CCN(CC)C(=O)c1sc(N)c(C#N)c1C	-11	-17	1.7	0.7	-55	-3	5[fluorescence artefact?]	·	2.0
Cc1cc(NC(=O)COC(=O)C(Cc2ccccc2)NC(=O)c2ccco2)no1 (centres undefined)	9	-31	-0.2	6.8	13	2	-10	-2.2	1.0
CCOc1ccc(-c2nnn(CC(=O)NCc3ccccc3)n2)cc1	-4	-9	0.5	-5.1	25	7	-1	0.31	0.7
COc1ccc(Cl)cc1NC(=O)C(C)N1CCc2ccccc21 (centres undefined)	11	-9	-0.6	-0.7	20	-3	4	0.29	0.0
Cn1c(=O)oc2cc(S(=O)(=O)NCCN3CCN(c4ccccc4)CC3)ccc21	-3	-3	0.2	-0.6	2	-13	4	0.097	0.5
Cc1cc(C)n(S(=O)(=O)c2ccccc2)n1	13	-2	0.3	-0.5	16	-7	-3	0.11	0.4
O=C(NCC1CCCO1)C1CCN(C2CCN(C(=O)C3CCCCC3)CC2)CC1 (centres undefined)	8	1	0.2	0.5	-19	-14	5	1.2	0.2
CC(NC(=O)Cn1cc2c(n1)CCCCC2)c1ccccc1 (centres undefined)	4	-10	0.2	0.9	1	-2	0[fluorescence artefact?]	-0.33	0.2
